NOD2-RIPK2 inh: blocks binding of human NOD2 to RIPK2. AID 624267. hit rate 0.38% among 360,000. inhibition, % at 4.98 µM. O43353. CHO BLA complementation NOD2-RIPK2, CCF4 ratio; in the data active = inhibition above about 21%;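 also: 0% = vehicle only and 100% = reference blocker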
Target sequence (O43353 whole entry, looked up): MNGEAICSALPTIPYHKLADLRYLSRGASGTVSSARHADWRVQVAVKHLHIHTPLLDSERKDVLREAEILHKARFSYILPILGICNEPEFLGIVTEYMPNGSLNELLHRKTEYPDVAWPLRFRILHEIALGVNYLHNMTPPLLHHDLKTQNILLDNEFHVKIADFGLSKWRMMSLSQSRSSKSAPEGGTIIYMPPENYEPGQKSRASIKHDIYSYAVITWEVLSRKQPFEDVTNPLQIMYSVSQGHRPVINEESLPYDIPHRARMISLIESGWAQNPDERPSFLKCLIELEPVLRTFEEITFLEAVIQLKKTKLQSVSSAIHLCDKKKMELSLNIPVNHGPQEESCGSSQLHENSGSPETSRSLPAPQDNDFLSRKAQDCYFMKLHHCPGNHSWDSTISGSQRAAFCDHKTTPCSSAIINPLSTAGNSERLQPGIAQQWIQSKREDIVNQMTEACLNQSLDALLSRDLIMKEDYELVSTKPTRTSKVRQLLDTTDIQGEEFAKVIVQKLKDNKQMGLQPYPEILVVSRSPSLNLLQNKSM
TROY signal inh: blocks TROY-dependent signaling in reporter cells | AID 1347056 | Q293 LMP1-TROYcd NF-kB luciferase reporter, 4 h | inhibition, % at 10 µM | hit rate 0.98% among 360,000;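 active = compounds whose plate-normalised and pattern-corrected inhibition of the luciferase reporter signal at the single screening dose is 50% or more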
NR5A2 inv ag: inverse agonists of human LRH-1 (NR5A2); inhibition, % at 3.6 µM; HEK293T StAR-luciferase reporter, LRH-1 transfected, 24 h; AID 602396; hit rate 0.13% among 360,000;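 active = inhibition above the mean inhibition of all tested compounds plus 3 SD, cut at about 73% in these data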;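 also: 0% = DMSO wells and 100% = reporter-only cells lacking LRH-1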
TWEAK Fn14 block: inhibitors of TWEAK-Fn14 interaction signaling. TWEAK-stimulated Fn14 reporter cells, luciferase luminescence, 8 h. hit rate 2% among 360,000. AID 1159606. inhibition, % at 10 µM; in the data active = inhibition above about 50%
COUP-TFII inh: blocks human COUP-TFII nuclear receptor. inhibition, % at 8.6 µM. hit rate 0.7% among 370,000. HEK293T NGFI-A luciferase reporter, luminescence. P24468;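 active = inhibition above a per-plate cutoff, mean inhibition of test wells between control levels plus 3 SD, cut at about 38% in these data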;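 also: cells cotransfected with COUP-TFII expression vector driving the NGFI-A reporter; 0% = median of COUP-TF2 test wells and 100% = reporter-only cells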
Target sequence (P24468 whole entry, looked up): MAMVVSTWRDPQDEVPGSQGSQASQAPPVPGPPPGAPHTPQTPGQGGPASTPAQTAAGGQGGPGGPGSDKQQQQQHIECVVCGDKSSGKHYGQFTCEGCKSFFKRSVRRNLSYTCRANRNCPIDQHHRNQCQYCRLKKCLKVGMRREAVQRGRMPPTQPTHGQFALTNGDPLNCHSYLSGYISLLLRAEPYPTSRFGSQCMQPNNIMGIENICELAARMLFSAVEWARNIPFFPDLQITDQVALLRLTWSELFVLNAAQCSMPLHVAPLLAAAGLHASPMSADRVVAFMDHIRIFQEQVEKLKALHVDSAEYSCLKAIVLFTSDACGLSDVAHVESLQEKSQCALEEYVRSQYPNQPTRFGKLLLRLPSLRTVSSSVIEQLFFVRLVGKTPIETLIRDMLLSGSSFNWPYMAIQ
TRAIL sens C8: caspase-8 TRAIL sensitization; NB7+C8 cells + TRAIL, ATPlite viability luminescence; hit rate 1% among 360,000; AID 624354; inhibition (viability loss, TRAIL sensitization), % at 10 µM;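 active = compounds causing at least 50% loss of cell viability in the single-dose screen, relative to plate controls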
TLR9-MyD88 inh: inhibitors of human TLR9-MyD88 binding; Q9NR96+Q99836; CHO BLA complementation TLR9-MyD88, CCF4 FRET ratio; inhibition, % at 4.98 µM; hit rate 0.21% among 340,000;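 active = inhibition above the mean over all tested compounds plus 3 SD, cut at about 21% in these data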;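 also: 0% = DMSO only wells and 100% = clavulanate BLA inhibitor control wells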
SRC2 inh: human SRC2 (NCOA2) inhibition; Q15596; hit rate 0.17% among 370,000; inhibition, % at 9 µM; HEK293 GAL4-SRC2 luciferase reporter, luminescence; AID 651957;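 active = inhibition above the mean inhibition of all tested compounds plus 3 SD, set per campaign, cut at about 52% in these data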;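 also: 0% = DMSO treated cells and 100% = cells given Gossypol at 36 µM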
LMP1 NFkB inh: Epstein-Barr LMP1 NF-kappaB reporter inhibition; inhibition, % at 12.5 µM; LMP1-induced NF-kappaB luciferase reporter cells, luminescence; hit rate 0.69% among 350,000; in the data active = inhibition above about 41%;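 also: 0% = neutral control wells and 100% = reference inhibitor control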
SRC3 inh: inhibits human SRC3 coactivator; inhibition, % at 3.6 µM; hit rate 0.17% among 360,000; Q9Y6Q9; HEK293 GAL4-SRC3 luciferase reporter, luminescence;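 active = inhibition above a per-campaign cutoff, the mean of all compounds plus 3 SD, cut at about 60% in these data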;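 also: 0% = DMSO-treated cells and 100% = gossypol-treated cells at 36 µM; higher means less SRC3-driven luciferase light from the GAL4 reporter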
NCOA1 inh: inhibitors of human steroid receptor coactivator 1 (SRC1); hit rate 0.12% among 360,000; inhibition, % at 3.6 µM; Q15788; HEK293 GAL4-SRC1 luciferase reporter, luminescence;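 active = inhibition above the campaign mean plus 3 SD, with each screening campaign given its own cutoff, cut at about 60% in these data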;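 also: 0% = DMSO treated cells and 100% = gossypol at 36 µM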
* = called active by the depositor; x = no result given. Only part of the results is shown. The share of hits here may be higher or lower than overall.

1	CCn1c2ccccc2c2cc(NC(=O)c3ccc([N+](=O)[O-])cc3)ccc21
2	CN(C)c1ccc(/C=N/N=C2/NC(=O)/C(=C/c3ccc([N+](=O)[O-])cc3)S2)cc1
3	O=C(OCC(=O)N1N=C(c2ccc(Cl)cc2)CC1c1ccco1)c1ccco1 (stereo not drawn)
4	Cc1ccc(NC(=O)C2(c3ccccc3)CCCC2)nc1
5	O=C(NCCC(=O)N(Cc1ccco1)Cc1cccs1)c1ccc([N+](=O)[O-])cc1
6	O=c1cc(CSc2nnc(-c3ccccc3)o2)c2ccccc2[nH]1
7	Cc1onc(-c2ccccc2Cl)c1C(=O)N/N=C(\N)COc1ccc(Cl)cc1
8	CC(C)N1CCN(C(=O)c2cccc(Cl)c2)CC1
compound no.	1	2	3	4	5	6	7	8
NOD2-RIPK2 inh	-1	-4	-7	-4	0	2	-7	7
TROY signal inh	-28	33	5	5	-1	-10	-11	1
NR5A2 inv ag	-14	-4	0	4	16	-13	3	5
TWEAK Fn14 block	-36	60*	1	-2	5	-13	-38	15
COUP-TFII inh	-2	41*	9	9	-5	4	-1	15
TRAIL sens C8	-5	87*	-3	3	2	28	12	4
TLR9-MyD88 inh	-2	8	-12	-4	6	-17	-12	-16
SRC2 inh	-19	25	1	8	-7	-11	-20	-2
LMP1 NFkB inh	-18	37	-1	-4	3	3	24	7
SRC3 inh	2	14	9	6	6	-1	-8	1
NCOA1 inh	-20	26	-5	-1	-19	-3	-34	-7

Taken from the listing for reference:
1	CCn1c2ccccc2c2cc(NC(=O)c3ccc([N+](=O)[O-])cc3)ccc21
2	CN(C)c1ccc(/C=N/N=C2/NC(=O)/C(=C/c3ccc([N+](=O)[O-])cc3)S2)cc1
3	O=C(OCC(=O)N1N=C(c2ccc(Cl)cc2)CC1c1ccco1)c1ccco1 (stereo not drawn)
4	Cc1ccc(NC(=O)C2(c3ccccc3)CCCC2)nc1
compound no.	1	2	3	4
NOD2-RIPK2 inh	-1	-4	-7	-4
TROY signal inh	-28	33	5	5
NR5A2 inv ag	-14	-4	0	4
TWEAK Fn14 block	-36	60*	1	-2
COUP-TFII inh	-2	41*	9	9
TRAIL sens C8	-5	87*	-3	3
TLR9-MyD88 inh	-2	8	-12	-4
SRC2 inh	-19	25	1	8
LMP1 NFkB inh	-18	37	-1	-4
SRC3 inh	2	14	9	6
NCOA1 inh	-20	26	-5	-1

(continued)
9	COc1ccc(NC(=O)CSc2nnc(-c3cccnc3)o2)c(OC)c1
10	CCCOc1ccc(C(=O)NNC(=S)NC(=O)c2ccccc2[N+](=O)[O-])cc1
11	CC(C)CN1C(=O)C(=O)N(CC(=O)N(C)CC(=O)Nc2ccc(F)cc2)C1=O
12	CC1=C(C(=O)OCc2ccccc2)C(c2ccccc2Cl)NC(=O)N1CCCC(=O)O (stereo not drawn)
13	COc1ccc(NC(=O)CCNS(=O)(=O)c2ccc3c(c2)c(=O)n(C)c(=O)n3C)cc1
14	Cc1ccc(C(=O)NNC(=O)c2ccc3ccccc3c2)cc1
15	Cc1cc2nc(-c3ccc(F)cc3)c(Cc3cccc(Cl)c3)n2c(C)c1Br
16	CCOC(=O)Nc1cc(C(=O)OC)cc(C(=O)OC)c1
compound no.	9	10	11	12	13	14	15	16
NOD2-RIPK2 inh	2	0	-5	-13	4	-6	-11	-20
TROY signal inh	-2	15	-6	-8	6	-50	-41	6
NR5A2 inv ag	19	1	2	18	12	-47	17	8
TWEAK Fn14 block	0	1	-6	16	3	-21	-10	-3
COUP-TFII inh	-7	-2	-19	0	-18	-9	4	26
TRAIL sens C8	0	14	4	16	2	-2	-4	13
TLR9-MyD88 inh	-4	3	-6	-16	6	-7	x	0
SRC2 inh	-3	-1	-29	-16	-15	-39	-6	-6
LMP1 NFkB inh	-3	-1	-4	10	-4	-14	x	-11
SRC3 inh	1	-5	7	10	-1	-38	x	-4
NCOA1 inh	-9	7	0	-14	6	-28	x	-6

Record cards, from the list above. Order of values: NOD2-RIPK2 inh, TROY signal inh, NR5A2 inv ag, TWEAK Fn14 block, COUP-TFII inh, TRAIL sens C8, TLR9-MyD88 inh, SRC2 inh, LMP1 NFkB inh, SRC3 inh, NCOA1 inh
Cc1onc(-c2ccccc2Cl)c1C(=O)N/N=C(\N)COc1ccc(Cl)cc1 is listed with -7, -11, 3, -38, -1, 12, -12, -20, 24, -8, -34
COc1ccc(NC(=O)CCNS(=O)(=O)c2ccc3c(c2)c(=O)n(C)c(=O)n3C)cc1 is listed with 4, 6, 12, 3, -18, 2, 6, -15, -4, -1, 6

Additional entries follow.
17	C[C@@H]1[C@H]2CCCC[C@H]2CN(C(=O)OC(C)(C)C)[C@@H]1CC(=O)c1ccccc1
18	COc1cccc(N2CC(C(=O)Nc3ccc(C(=O)OC(C)C)cc3)CC2=O)c1 (stereo not drawn)
19	COc1cc(CNCc2ccc(C(=O)O)cc2)ccc1OCc1ccc(F)cc1
20	COCCn1c(SCC(=O)Nc2ccccc2C)nc2c(oc3ccccc32)c1=O
21	O=C(Cc1c[nH]c2ccccc12)Nc1ccccc1N1CCOCC1
22	COC(=O)c1c(NC(=O)c2cccnc2)sc(C(=O)N(C)C)c1C
23	CN1C(=O)c2ccccc2Sc2ccc(C(=O)O)cc21
24	COc1ccc(C(c2nnnn2CC2CCCO2)N2CCN(c3cccc(C)c3C)CC2)cc1 (stereo not drawn)
compound no.	17	18	19	20	21	22	23	24
NOD2-RIPK2 inh	3	3	0	-4	-4	-1	3	-2
TROY signal inh	0	-11	-5	-28	-20	20	-11	11
NR5A2 inv ag	15	-8	3	-6	4	23	-1	3
TWEAK Fn14 block	-6	-21	10	9	-6	-10	-6	-1
COUP-TFII inh	4	-4	-2	7	-7	-15	3	11
TRAIL sens C8	9	1	-12	5	7	8	-5	11
TLR9-MyD88 inh	1	-7	6	-1	-5	3	-1	5
SRC2 inh	-8	-17	-3	9	-12	3	-18	-27
LMP1 NFkB inh	-3	-5	-4	6	-4	0	-3	5
SRC3 inh	-1	-2	2	5	-22	-14	7	0
NCOA1 inh	-2	-2	2	-13	-3	7	5	-47

25	C=CCNC(=O)c1cnc(-c2ccccc2)nc1-c1ccccc1
26	COc1ccc(-c2cc(C(=O)NN)[nH]n2)cc1OC
27	COc1ccc2c(c1)CCC1(C)CC(=O)C=C21 (stereo not drawn)
28	CC1(C)CC(=O)/C(=C(\O)CCCN2C(=O)c3ccccc3C2=O)C(=NCCO)C1
29	O=C(O)c1cccc(NC(=O)c2ccc(Cl)c(S(=O)(=O)N3CCCCCC3)c2)c1
30	Cc1ccc(/C(N)=N/OC(=O)CSc2ccccc2)cc1
31	CCOC(=O)c1sc(-c2ccccc2)cc1N
32	C=C(C)Cc1c(C)c(C#N)c2nc3ccccc3n2c1NCCCN(C)C
compound no.	25	26	27	28	29	30	31	32
NOD2-RIPK2 inh	-6	4	2	-13	-2	-2	6	-8
TROY signal inh	2	15	-1	1	-64	-41	-41	-24
NR5A2 inv ag	5	27	21	-19	-266	-99	-117	-1
TWEAK Fn14 block	13	-38	-11	3	-41	-66	21	-4
COUP-TFII inh	-4	-20	4	-7	-34	-24	-69	-21
TRAIL sens C8	-13	-6	-5	-2	38	-1	-3	1
TLR9-MyD88 inh	-3	-5	-2	-8	0	-4	-4	x
SRC2 inh	-3	-37	4	-22	-48	-42	-83	-3
LMP1 NFkB inh	7	8	-6	10	57*	-11	-7	x
SRC3 inh	5	9	-3	21	-71	-56	-62	13
NCOA1 inh	13	-14	8	15	-90	-83	-49	11

33	Cc1ccc(S(=O)(=O)Nc2ccc3c(c2)nc(C)n3C)cc1
34	CC1(C)CCC(=O)N(c2ccc(OC(F)(F)F)cc2)C1=O
35	N#C/C(=C\c1cccc(O)c1)c1nc2ccccc2o1
36	COC(=O)N1CCCCC1c1cc(C(=O)NCc2ccc(F)cc2)no1 (stereo not drawn)
37	CCOC(=O)c1ccc(NC(=O)CSc2nnc(C3CC3)n2CC)cc1
38	NC(=O)COc1ccc(NC(=O)c2ccccc2-c2ccccc2)cc1
39	COc1ccc(-n2c(SCC#N)nnc2-c2cccnc2)cc1
40	Cc1ccc(S(=O)(=O)N2CCOCC2)cc1C(=O)Nc1ccccc1N1CCOCC1
compound no.	33	34	35	36	37	38	39	40
NOD2-RIPK2 inh	-5	-3	-2	-1	8	-2	-7	-12
TROY signal inh	-4	-17	-49	-5	-21	15	-9	-6
NR5A2 inv ag	20	3	8	-2	9	-4	-2	-19
TWEAK Fn14 block	-27	-7	-9	-1	-13	-18	-14	2
COUP-TFII inh	-19	-3	13	3	-2	2	-10	5
TRAIL sens C8	0	-12	7	-8	-10	-7	-12	-3
TLR9-MyD88 inh	1	4	7	x	-11	-1	-2	-9
SRC2 inh	22	-17	18	2	-39	-5	-1	6
LMP1 NFkB inh	0	-5	-3	x	3	-9	-6	-7
SRC3 inh	-1	2	7	4	14	17	1	15
NCOA1 inh	3	5	11	2	-25	5	-23	10

41	CN1C(=O)N(C)c2ccc(Br)c3cccc1c23
42	Cc1ccc(C)c(S(=O)(=O)N2CCN(C(=O)Nc3ccccc3)CC2)c1
43	COC(=O)c1sc(N2C(=O)C(O)=C(C(=O)c3ccc(C)o3)C2c2ccco2)nc1C (stereo not drawn)
44	Cc1nc2ccccn2c1C(=O)NNC(=S)Nc1ccccc1
45	Cc1csc(N)n1
46	CCOC(=O)C1=C(C)NC(=O)C(C#N)C1c1ccco1 (stereo not drawn)
47	COc1ccc(S(=O)(=O)N2CCN(CCCOc3ccc(F)cc3)CC2)cc1OC
48	Cc1c(C(=O)OCC(=O)Nc2ccc(C(=O)N(C)C)cc2)oc2ccccc12
compound no.	41	42	43	44	45	46	47	48
NOD2-RIPK2 inh	3	-9	9	-2	1	2	-4	1
TROY signal inh	65*	-16	16	-22	4	-12	17	-7
NR5A2 inv ag	-6	-6	21	-22	-15	6	14	2
TWEAK Fn14 block	18	-13	0	-16	7	12	14	6
COUP-TFII inh	-11	-7	-13	21	1	-6	18	3
TRAIL sens C8	-11	12	-12	-5	3	14	10	13
TLR9-MyD88 inh	-10	2	-1	-2	-6	-2	2	5
SRC2 inh	-19	-18	12	-25	-11	-7	7	-3
LMP1 NFkB inh	1	-6	7	4	-1	4	3	-4
SRC3 inh	-19	10	13	2	-3	-6	7	-5
NCOA1 inh	-1	-5	-26	-22	2	3	-30	10

49	CSc1ncccc1C(=O)OCc1c(F)cccc1Cl
50	N/C(CC(=O)Nc1cccc(C(F)(F)F)c1)=N/O
51	O=C(COC(=O)c1ccc(S(=O)(=O)N2CCCC2)cc1)Nc1ccccc1
52	CCCCN(C)C(=S)Nc1ccc(Oc2ccccc2)cc1
53	CCOC(=O)c1ccc(NC(=O)c2ccc3c(c2)C(=O)N(CC2CCCO2)C3=O)cc1 (stereo not drawn)
compound no.	49	50	51	52	53
NOD2-RIPK2 inh	8	3	-8	3	-9
TROY signal inh	-30	-20	6	-14	49
NR5A2 inv ag	-14	-9	0	-5	6
TWEAK Fn14 block	0	-1	9	-4	13
COUP-TFII inh	-4	-11	-12	-3	19
TRAIL sens C8	3	-3	-7	-8	26
TLR9-MyD88 inh	-2	-2	-8	-10	-5
SRC2 inh	-24	1	0	7	12
LMP1 NFkB inh	-2	-12	8	-3	10
SRC3 inh	-20	11	4	-1	12
NCOA1 inh	3	7	9	10	-34
